# tim10-1 inh – growth inhibitors of tim10-1 mutant yeast, primary screen, luminescence, uHTS | S. cerevisiae tim10-1 ts strain growth, BacTiter-Glo, 24 h | inhibition, % at 20 µM | 330,000 tested, 2.2% active | AID 463190, 2010;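 active = inhibition of at least 40%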;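 note: mutant grown at 25 °C; 0% = DMSO wells with yeast and 100% = wells holding no yeast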
# NR3A LBD binder – binders of NR3A ligand-binding domain, primary screen, biophysical, differential scanning fluorimetry, uHTS | NR3A LBD differential scanning fluorimetry, Tm shift; 0% = protein alone, 100% = glycine-bound protein | 340,000 tested, 2.5% active | Tm shift relative to glycine control, % at 25 µM;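 active = melting temperature shift of at least 10% of the positive control shift, at one fixed dose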
# MPTP block – mitochondrial permeability transition pore inhibitors, primary screen, biochemical, isolated mouse mitochondria, absorbance | AID 602449, 2012 | inhibition, % at 10 µM | 360,000 tested, 1.4% active | Ca2+ swelling absorbance, 30 min;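 active = inhibition of 50% or more, scaled per plate between neutral and stimulator controls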;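 note: 0% = DMSO wells given calcium and 100% = 1 mM EGTA wells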
# MIN6 prolif – inducers of MIN6 beta-cell proliferation, primary screen, ATP luminescence, uHTS | MIN6 cells proliferation, ATPlite luminescence, 48 h; cells starved in 0.2% serum; 100% = growth in 10% serum | proliferation, % at 10 µM | AID 2380, 2010 | 330,000 tested, 0.29% active;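 active = compounds whose signal lies at least 3.5 SD above the mean of all wells on their plate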;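 note: 0% = DMSO-treated cells in low-serum medium and 100% = 10% serum control; some compounds called inactive have numbers as strong as hits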
# NLRP3 yeast inh – NALP3 inflammasome inhibitors in reconstituted yeast, primary screen, luminescence, uHTS; inhibition, % at 10 µM; 330,000 tested, 0.39% active; Yeast reconstituted NLRP3/ASC/caspase-1, beta-gal luminescence, 24 h;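 active = inhibition of 50% or more; inactive = inhibition below 50%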;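 note: plate controls were induced DMSO wells for no effect and uninduced yeast grown without galactose for full effect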
# tim23-1 inh – growth inhibitors of tim23-1 mutant yeast, primary screen, luminescence, uHTS. S. cerevisiae tim23-1 growth, BacTiter-Glo luminescence, 24 h. inhibition, % at 20 µM. 330,000 tested, 1.3% active;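 active = growth inhibition of the mutant yeast at or above 50%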;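 note: temperature-sensitive mutant grown at 25 °C; plate controls were DMSO-treated mutant yeast for no effect and medium wells lacking yeast for full effect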
# APJ antagonist – antagonists of human apelin receptor APJ, primary screen, CHO-K1 cells, beta-arrestin complementation, luminescence; 330,000 tested, 0.32% active; AID 2521, 2010; inhibition, % at 20 µM; P35414;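 active = inhibition above about 40% at 20 µM, limit read from the data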;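 note: cells challenged with 10 nM apelin-13 agonist together with compound; plate controls were apelin-13 plus DMSO wells for no effect and DMSO wells lacking apelin-13 for full effect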
# Target sequence (P35414 whole entry, looked up): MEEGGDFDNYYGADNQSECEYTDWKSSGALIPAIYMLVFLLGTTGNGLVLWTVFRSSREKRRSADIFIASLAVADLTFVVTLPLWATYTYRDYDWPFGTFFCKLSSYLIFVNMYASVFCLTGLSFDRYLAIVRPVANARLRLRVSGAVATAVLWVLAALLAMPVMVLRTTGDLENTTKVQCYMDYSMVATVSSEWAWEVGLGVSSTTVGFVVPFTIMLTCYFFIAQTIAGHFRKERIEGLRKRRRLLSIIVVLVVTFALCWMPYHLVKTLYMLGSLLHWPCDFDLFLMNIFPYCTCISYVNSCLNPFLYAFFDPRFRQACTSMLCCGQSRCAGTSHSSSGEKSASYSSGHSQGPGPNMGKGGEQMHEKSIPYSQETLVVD
# TIM10 inh – growth inhibitors of isogenic TIM10 control yeast, primary screen, counter-screen for tim10-1 yeast inhibitor project, luminescence, uHTS. S. cerevisiae TIM10 strain growth, BacTiter-Glo luminescence, 24 h. inhibition, % at 10 µM. 330,000 tested, 1.4% active. AID 463195, 2010;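 active = inhibition of 40% or more at the single tested concentration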;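 note: wild-type TIM10 isogenic control strain grown at permissive 25 °C; 0% = DMSO yeast wells and 100% = minimal medium wells without yeast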
# APJ ag – agonists of human apelin receptor APJ, primary screen, CHO-K1 cells, PathHunter beta-arrestin, luminescence | activation, % at 20 µM | 0% DMSO wells, 100% apelin | 330,000 tested, 0.11% active | AID 2520, 2010;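 active = activation more than six SD over the plate average, tested at 20 µM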;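 note: 0% = DMSO alone and 100% = apelin-13 at 10 nM; some results filed as inactive read as strong as hits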
#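 Material: CHO-K1 APJ beta-arrestin complementation cell line; Input: cell density 1000 per well; Incubation: compound stimulation 90 min at 25 °C, detection 60 min; Signal: luminescence from split beta-galactosidase complementation, Galacton Star/Emerald II substrate; Controls: DMSO-only wells as negative, 10 nM Apelin-13 as positive control.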
# Numbers without * were called inactive; . = not tested or not shown.
1) O=C(CNCC1CCCO1)Nc1ccc([N+](=O)[O-])cc1C(=O)Nc1ccccc1F (stereo unspecified)
2) Cc1ccc(/C(N)=N/OC(=O)N2CCOCC2)cc1
3) COc1ccc(Cl)cc1NC(=O)N(C)Cc1c(C)nn(C)c1C
4) COc1ccc(-c2noc(=O)n2Cc2ccc(C#N)cc2)cc1
5) Fc1ccc(OCc2nn[nH]n2)c(F)c1
6) COc1ccc(C(=O)/C=C/Nc2ccc(S(=O)(=O)Nc3cccc(C(C)=O)c3)cc2)cc1

entry no.,1,2,3,4,5,6
tim10-1 inh,18,58*,17,6,2,-1
NR3A LBD binder,1,-1,-1,-2,0,13*
MPTP block,2.9,0.9,-0.2,0.3,0.4,97*
MIN6 prolif,-1,-3,-3,-3,7.1*,0
NLRP3 yeast inh,7,18,9,9,1,18
tim23-1 inh,1,29,16,8,1,-6
APJ antagonist,5,1,7,-8,-15,-14
TIM10 inh,13,30,0,-5,-7,2
APJ ag,-5,-5,-4,-3,-2,5

7) Cc1c(C(=O)N2CCCCC2)c(S(=O)(=O)N2CCN(c3ccc(F)cc3)CC2)c(C)n1C
8) COc1ccccc1CN1CC(C(=O)NC2CCCCC2)CC1=O (stereo unspecified)
9) CN(C)C(=O)c1ccc(-n2nc(C(F)(F)F)c3c2CCCC3)cc1
10) O=C1CC(C(=O)N2CCN(S(=O)(=O)c3cccc(F)c3)CC2)CN1Cc1ccccc1Cl (stereo unspecified)
11) CC(C)=CC(=O)Nc1c(C)cc(C)cc1Cl
12) CC(NC(=O)CCCc1nnc2n(C)c(=O)c3sccc3n12)c1ccccc1 (stereo unspecified)

entry no.,7,8,9,10,11,12
tim10-1 inh,-9,4,22,-22,-6,8
NR3A LBD binder,0,1,1,1,-21,-3
MPTP block,-0.4,0.4,-3.8,2.7,0.9,-0.4
MIN6 prolif,-4,-4,-6,1,2,0
NLRP3 yeast inh,4,15,22,12,-1,11
tim23-1 inh,4,13,13,-24,3,0
APJ antagonist,10,21,-3,16,0,10
TIM10 inh,7,11,-4,-6,-10,0
APJ ag,-2,1,-2,-3,0,-2

13) CCCSc1nnc(CNS(=O)(=O)c2ccc(C)cc2)n1C
14) O=C(c1cc([N+](=O)[O-])cc([N+](=O)[O-])c1)N1CCCc2ccccc21
15) O=C(Cc1c(Cl)cccc1Cl)Nc1ccncc1
16) Oc1ccc(C[C@@H]2CNC(=S)N2CCc2cc(C(F)(F)F)cc(C(F)(F)F)c2)cc1
17) COc1nc2ccccc2c(=O)n1OCC(C)C
18) COc1ccc(-c2coc3cc(O)ccc3c2=O)cc1OC

entry no.,13,14,15,16,17,18
tim10-1 inh,13,35,-21,35,11,11
NR3A LBD binder,-1,1,-2,34*,1,1
MPTP block,-0.1,-1.4,-0.8,1.2,-1.2,0.6
MIN6 prolif,5,2,1,-7,0,1
NLRP3 yeast inh,-3,16,11,19,13,-2
tim23-1 inh,12,45,-163,31,-11,16
APJ antagonist,15,-35,-14,1,4,10
TIM10 inh,13,39,-51,36,-25,7
APJ ag,-3,6,0,2,1,-1

19) Cn1c(SCC(=O)Nc2nccs2)nnc1-c1ccco1
20) O=C(O)c1[nH]c2ccccc2c1C(c1ccccc1)c1c(C(=O)O)[nH]c2ccccc12
21) Cc1ccc(NC(=O)CC2C(=O)OCC3CCCCN32)cc1Cl (stereo unspecified)
22) COC(=O)c1ccc(NS(=O)(=O)c2cc(-c3cc(C)no3)ccc2OC)cc1
23) COc1nc(C)cc(C)c1S(=O)(=O)c1ccc(Cl)cc1
24) O=C(Nc1ccc2c(c1)OCO2)C1CCCCN1S(=O)(=O)c1ccccc1 (stereo unspecified)

entry no.,19,20,21,22,23,24
tim10-1 inh,8,1,29,18,3,30
NR3A LBD binder,0,2,-1,-2,-1,-1
MPTP block,0.9,6.7,0.0,1.9,0.8,1.6
MIN6 prolif,3,-2,-2,-5,-1,0
NLRP3 yeast inh,5,11,2,-22,28,10
tim23-1 inh,-1,-5,23,17,14,38
APJ antagonist,13,-4,6,-26,14,13
TIM10 inh,11,3,-2,16,-1,20
APJ ag,-2,0,-2,5,0,0

25) C[C@H](NC(=O)C1CCN(S(=O)(=O)c2ccccc2)CC1)C(=O)NCc1ccco1
26) Cc1sc2ncnc(SCC(=O)c3cccs3)c2c1C
27) O=C(COc1cccc2c1CCN(Cc1ccccc1)C2=O)NCc1ccco1
28) COc1cccc(-c2nc(C=O)cs2)c1
29) COc1cccc2cc(/C(C)=N/Nc3nc(-c4cc(C)ccc4C)cs3)c(=O)oc12
30) CCOC(=O)C1CCCN(S(=O)(=O)c2cc3c4c(c2)CCN4C(=O)CC3)C1 (stereo unspecified)

entry no.,25,26,27,28,29,30
tim10-1 inh,-4,11,23,-4,22,14
NR3A LBD binder,1,1,0,4,-4,1
MPTP block,2.8,11,0.9,-1.7,-0.8,-1.3
MIN6 prolif,1,1,0,0,-2,0
NLRP3 yeast inh,16,25,11,5,5,11
tim23-1 inh,-4,5,18,13,14,6
APJ antagonist,23,-9,6,-8,30,8
TIM10 inh,-6,7,25,4,16,-4
APJ ag,1,-1,1,2,-3,-3

31) CC[n+]1c(/C=C/c2c[nH]c3ccccc23)ccc2cc(C)ccc21
32) CC(=O)Nc1ccc(Nc2ncnc3c2nnn3Cc2ccccc2Cl)cc1
33) CC(=O)Cc1nsc(NC(=O)c2ccco2)n1
34) Cc1[nH]c2ccccc2c1CN1CCc2ccccc2C1
35) Nc1c(Cl)cc(-c2cn(CCC(=O)O)c(-c3ccc(Cl)nc3)n2)cc1Cl
36) O=C(Cn1ccc(NC(=O)OCc2ccccc2)nc1=O)NCCCn1ccnc1

entry no.,31,32,33,34,35,36
tim10-1 inh,67*,-6,8,5,-15,8
NR3A LBD binder,-6,1,0,-3,2,1
MPTP block,.,0.7,-0.6,-0.2,-2.5,1.1
MIN6 prolif,-5,1,3,-4,-2,-4
NLRP3 yeast inh,33,5,-2,10,7,-9
tim23-1 inh,27,-1,30,18,0,1
APJ antagonist,16,14,12,13,-55,-2
TIM10 inh,59*,-5,7,12,-4,-1
APJ ag,3,-2,-4,-6,8,-2

37) COc1ccc(NC(=O)CSc2nc3n[nH]c(C)c3c(=N)n2-c2ccc(Cl)c(C)c2)cc1OC
38) Cc1ccc(C(=O)N/C(=C\c2ccc(-c3cc(Cl)ccc3Cl)o2)C(=O)NCc2cccnc2)cc1
39) C=CCSC1=N/C(=C\c2cc(OCC)c(OC(C)=O)c([N+](=O)[O-])c2)C(=O)S1
40) O=C(Nc1ccc(Cl)cc1)N1CCCN(Cc2ccc(F)cc2)C1
41) CCOC(=O)c1cnc2ccc(C(=O)OC)cc2c1NCCc1ccc(OC)c(OC)c1
42) O=C(CN1C(=O)CCC1=O)Nc1nc(-c2cccs2)cs1

entry no.,37,38,39,40,41,42
tim10-1 inh,9,1,42*,12,24,1
NR3A LBD binder,4,2,-1,-3,-1,-1
MPTP block,1.0,-0.9,98*,2.5,2.0,-14
MIN6 prolif,-3,-7,0,-6,0.0*,-1
NLRP3 yeast inh,2,-2,-57,-5,31,4
tim23-1 inh,5,6,27,-5,24,7
APJ antagonist,-12,13,25,5,7,8
TIM10 inh,5,9,12,0,23,10
APJ ag,11,0,-7,-5,-1,-2

43) C[C@@H]1NC(=O)N(CCCn2ccnc2)C1=O
44) COc1ccccc1NC(=O)c1ccc(NC(=O)COC(=O)c2cccnc2Cl)cc1
45) Cc1c(-n2cccc2C=O)cccc1[N+](=O)[O-]
46) CC(OC(=O)Cn1cc(C(F)(F)F)ccc1=O)C(=O)NC(C)c1ccc(Cl)cc1Cl (stereo unspecified)
47) Cc1ccc(-c2cc(C(=O)N3CCC(C)CC3)c3ccccc3n2)cc1
48) CCS(=O)(=O)N1CCN(C2CCC(C)CC2)CC1 (stereo unspecified)

entry no.,43,44,45,46,47,48
tim10-1 inh,8,-8,0,6,38,4
NR3A LBD binder,4,6,1,2,-1,-1
MPTP block,-0.1,0.6,-1.4,-1.2,1.8,-0.6
MIN6 prolif,-1,1,-3,-3,-5,0
NLRP3 yeast inh,17,27,8,7,14,2
tim23-1 inh,2,4,17,14,45,7
APJ antagonist,14,7,-12,-5,11,8
TIM10 inh,17,0,-29,-4,-1,14
APJ ag,-1,1,0,-1,-4,-4

# Compound profiles, as listed above. Screens in order: tim10-1 inh | NR3A LBD binder | MPTP block | MIN6 prolif | NLRP3 yeast inh | tim23-1 inh | APJ antagonist | TIM10 inh | APJ ag
# `CC(OC(=O)Cn1cc(C(F)(F)F)ccc1=O)C(=O)NC(C)c1ccc(Cl)cc1Cl` (stereo unspecified) as listed: 6 | 2 | -1.2 | -3 | 7 | 14 | -5 | -4 | -1
# `COc1ccccc1NC(=O)c1ccc(NC(=O)COC(=O)c2cccnc2Cl)cc1` as listed: -8 | 6 | 0.6 | 1 | 27 | 4 | 7 | 0 | 1
# `C[C@@H]1NC(=O)N(CCCn2ccnc2)C1=O` as listed: 8 | 4 | -0.1 | -1 | 17 | 2 | 14 | 17 | -1
# `Cc1ccc(-c2cc(C(=O)N3CCC(C)CC3)c3ccccc3n2)cc1` as listed: 38 | -1 | 1.8 | -5 | 14 | 45 | 11 | -1 | -4

# Following part:
49) O=C(CN1C(=O)c2ccccc2C1=O)Nc1cccc2cccnc12
50) CS(=O)(=O)N(CC(=O)NC1CCCCC1)c1cccc(Cl)c1
51) CCn1c(SCc2nc3ccccc3c(=O)[nH]2)nnc1-c1ccncc1
52) CCC(CO)Oc1cc(NCc2ccc(O)cc2)c2ncn(C(C)C)c2c1 (stereo unspecified)
53) CO/N=C/c1cccn1-c1nccc(OC)c1C#N
54) O=C(O)c1cccc(-n2nnnc2SCc2ccccc2Cl)c1

entry no.,49,50,51,52,53,54
tim10-1 inh,5,13,-6,-18,7,4
NR3A LBD binder,-1,1,2,1,1,0
MPTP block,0.7,3.4,-1.3,2.5,-0.8,-1.7
MIN6 prolif,-2,-1,-1,1,0,-1
NLRP3 yeast inh,11,2,-7,8,8,32
tim23-1 inh,-13,10,11,-4,20,-2
APJ antagonist,-5,0,6,-8,10,3
TIM10 inh,-19,11,2,-1,8,10
APJ ag,-3,-2,-3,-1,1,0

55) CC(NCCC(c1ccccc1)c1ccccc1)c1ccccc1 (stereo unspecified)
56) O=C(O)c1cc(-c2ccco2)nc2ccccc12
57) O=C(CCCCCNC(=O)c1ccccc1)N/N=C/c1ccc(F)cc1
58) COc1ccc(C(=O)NCc2nnc(SCC(=O)NCc3ccco3)o2)cc1
59) Cc1cccc(C(=O)N2CCCC(CCC(=O)N3CCN(c4ccccn4)CC3)C2)c1C (stereo unspecified)
60) CCN1CCN(Cc2nnc(-c3ccccc3)o2)CC1
61) CN(C)C(C)(C)C#CCC(c1ccccc1)c1ccccc1
62) CCOc1ccc(S(=O)(=O)NN=C2CCN(C(C)=O)CC2)cc1

entry no.,55,56,57,58,59,60,61,62
tim10-1 inh,30,-2,-16,11,1,0,-1,-10
NR3A LBD binder,1,4,-2,1,2,-1,-2,0
MPTP block,94*,-2.3,0.3,-3.2,1.0,-0.7,3.2,0.1
MIN6 prolif,-7,-1,-2,3,0,-2,1,-3
NLRP3 yeast inh,33,7,9,-12,12,14,29,-8
tim23-1 inh,9,-7,6,12,-7,4,13,7
APJ antagonist,15,-15,-1,-8,-17,9,11,-7
TIM10 inh,16,3,-15,-4,-7,6,9,-20
APJ ag,-3,-1,-4,2,-7,-2,-1,-2

# High-throughput results (PubChem BioAssay)
